BRCA1 expr act: increases BRCA1 expression; actives 1.1% (n = 380,000); Potency, µM (titrated, usually from 46.1 µM), for the others: top-dose activation, usual class: activators; MCF7-BRCA1-FFLuc reporter, luminescence, 48 h; response scale: scaled: vehicle 0%, 10 µM genistein 100%; also: potency is read from the fitted curve at half-maximal effect; nearly all actives have a fitted effect of over 80% in size; some results filed as inactive show a strong effect at the top dose
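Reporter cells (MCF7, BRCA1 promoter-firefly luciferase) received library compounds across a concentration series for 48 h. End-point luminescence was measured and concentration-effect curves derived after normalization.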
PTAP TSG101 blk: blocks PTAP/TSG101 interaction to inhibit HIV-1 budding; Q99816; Fluorescence polarization, FITC-PTAP peptide / Tsg101 binding; 340,000 tested, under 10 active; Potency, µM (highest dose often 115 µM), inactives show at the highest dose activity change, negative = inhibition, hits mostly inhibitors; active = well fitted inhibition curve with a large enough effect in the main read-out, with a control signal flat, not every such curve was filed as active; inconclusive = small, poorly fitted or top-dose-only effect, or effect the other way, or a change in a side signal; inactive = no such curve, though single readings can be large or run the other way; also: potency is read from the fitted curve at half-maximal effect; % of control where 0% means no effect
Target sequence (Q99816 whole entry, looked up): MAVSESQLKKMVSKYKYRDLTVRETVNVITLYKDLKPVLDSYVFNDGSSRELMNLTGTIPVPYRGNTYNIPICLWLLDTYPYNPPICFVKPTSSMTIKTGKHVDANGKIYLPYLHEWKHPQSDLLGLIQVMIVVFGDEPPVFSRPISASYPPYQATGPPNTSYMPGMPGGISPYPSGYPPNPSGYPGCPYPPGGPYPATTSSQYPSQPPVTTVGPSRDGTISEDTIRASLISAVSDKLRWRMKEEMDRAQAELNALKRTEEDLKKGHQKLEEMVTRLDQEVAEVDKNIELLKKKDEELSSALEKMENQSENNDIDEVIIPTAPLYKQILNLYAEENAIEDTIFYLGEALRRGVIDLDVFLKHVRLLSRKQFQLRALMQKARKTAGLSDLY
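Fluorescence polarization binding of Tsg101 binding domain (10 uM final) to FITC-labeled PTAP peptide (50 nM final) in HEPES pH 7.5 buffer with NaCl, Tween 20, EDTA, TCEP. Compounds added before peptide; binding 20 min at RT.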
ASM inhibitor: human S-ASM enzyme inhibition | actives 0.006% (n = 340,000) | P17405 | Potency, µM (doses to about 57.5 µM), without a hit: at the highest dose activity change, negative = inhibition, hits mostly inhibitors | placental ASM, HMU-PC fluorogenic substrate, 60 min | AID 504937; also: potency is read from the fitted curve at half-maximal effect
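qHTS format. ASM enzyme prepared from human placenta hydrolyses the fluorogenic substrate HMU-PC0 (9 uM final) over 60 min at 37 °C after a 10 min compound preincubation.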
p53 reactivator: re-activators of mutant p53. H1299 p53-A138V BP100-luciferase reporter, luminescence, 24 h. Potency, µM (highest dose often 92.2 µM), without a hit: at the highest dose activity change, positive = activation, actives largely listed as activators. actives 0.063% (n = 320,000). AID 504706; also: potency is read from the fitted curve at half-maximal effect; % of control where 0% means no effect; nearly all actives have a fitted effect of over 45% in size
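H1299 (p53-null), stable ts p53-A138V + BP100-Luc; 1000 cells/well, Opti-MEM/10% FBS; cpd 4 pt, 1:5; 24 h, 37 deg C, 5% CO2; detection reagent 10 min RT; luminescence.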
B2AR arrestin: agonists driving beta-arrestin recruitment to human beta2-adrenergic receptor | P07550 | beta-arrestin recruitment to beta2AR, cell-based reporter | Potency, µM (top dose mostly 46.1 µM), for inactives: at the top dose activation, actives largely listed as activators | actives 0.02% (n = 330,000) | AID 492947;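 also: potency is read from the fitted curve at half-maximal effect; 0% = DMSO controls and full agonism = EC100 isoproterenol or metaproterenol; nearly all actives have a fitted effect of over 65% in size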
TRPV1 agonist: human TRPV1 agonism | Q8NER1 | TRPV1-expressing cells, Fluo-8 calcium influx, agonist mode | activation, % at 8.33 µM | actives 0.19% (n = 320,000); in the data active = activation above about 80%; inconclusive = between about 30% and that limit; also: 0% is about no effect
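Cells expressing TRPV1 were dye-loaded with Fluo-8 and read kinetically: 10 s baseline, 3 min after compound (agonist portion), then 2 min after EC20 capsaicin (allosteric enhancer portion). Calcium-bound dye fluorescence at 480/520 nm.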
Eya2 inh: Eya2 (human) phosphatase inhibition; actives 0.006% (n = 330,000); Potency, µM (series often up to 76.9 µM), without a hit: at the top dose activity, negative = inhibition, most hits filed as inhibitors; AID 488837; O00167; recombinant Eya2, OMFP fluorescence dephosphorylation (OMFP is methylfluorescein phosphate); also: potency is read from the fitted curve at half-maximal effect; % is scaled to controls: 0 for no effect and ±100 for the full control effect
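Eya2 (0.2 uM) preincubated 10 min at ambient with compound, then OMFP substrate added at 50 uM; 10 min reaction in 50 mM HEPES pH 7.5, 50 mM NaCl, 5 uM MgCl2, 0.05% BSA, 1 mM DTT. Fluorescence read at Ex 485/Em 525 nm.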
USP2a inh: blocks human ubiquitin-specific protease USP2a; USP2 core, Ub-CHOP2 coupled fluorogenic reporter, 485/531; actives 0.01% (n = 330,000); AID 463254; Potency, µM (doses to about 38.3 µM), for the others: at the top dose activity change, negative = inhibition, actives largely listed as inhibitors;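 also: potency is read from the fitted curve at half-maximal effect; plate controls were DMSO wells for no effect and full inhibition by NEM control for full effect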
Target sequence (O75604 whole entry, looked up): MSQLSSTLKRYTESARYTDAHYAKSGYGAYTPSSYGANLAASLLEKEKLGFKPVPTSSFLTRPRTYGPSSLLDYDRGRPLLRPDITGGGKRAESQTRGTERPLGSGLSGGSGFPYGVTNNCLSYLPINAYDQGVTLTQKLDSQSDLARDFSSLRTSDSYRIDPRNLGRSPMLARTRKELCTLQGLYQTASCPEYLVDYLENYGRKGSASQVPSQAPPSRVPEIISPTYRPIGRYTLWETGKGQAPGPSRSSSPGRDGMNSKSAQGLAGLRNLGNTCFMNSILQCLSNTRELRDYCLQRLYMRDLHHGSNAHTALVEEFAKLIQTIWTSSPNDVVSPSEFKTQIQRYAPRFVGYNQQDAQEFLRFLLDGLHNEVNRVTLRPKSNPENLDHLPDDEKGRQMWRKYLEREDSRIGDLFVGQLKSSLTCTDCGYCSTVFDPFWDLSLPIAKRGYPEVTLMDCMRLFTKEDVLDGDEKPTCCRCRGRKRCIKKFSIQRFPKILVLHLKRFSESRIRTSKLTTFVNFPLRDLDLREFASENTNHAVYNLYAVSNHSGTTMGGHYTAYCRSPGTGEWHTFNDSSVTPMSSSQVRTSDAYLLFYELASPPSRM
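USP2 core (10nM final) preincubated 30min RT with compound in 20mM Tris-HCl pH 8.0, 2mM CaCl2, 2mM beta-mercaptoethanol, 0.05% CHAPS; 25nM Ub-CHOP2 plus 25nM reporter substrate added, fluorescence (Ex485/Em531) read after 60min.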
ELG1 genotox: inducers of genotoxicity in HEK293T ELG1-luciferase cells; HEK293T ELG1-luciferase reporter, luminescence, 16 h; actives 1.3% (n = 330,000); Potency, µM (top dose mostly 46 µM), for the others: top-dose activity change, positive = activation, usual class: activators; AID 504466; also: potency is read from the fitted curve at half-maximal effect; % of control where 0% means no effect; nearly all actives have a fitted effect of over 60% in size
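Screening used a luciferase reporter fused to human ELG1 in HEK293T cells. Luminescence was read on a CCD plate imager after 16 hr exposure and 30 min ONE-Glo incubation.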
a7 integrin act: integrin-mediated muscular dystrophy alleviation activation; alpha7betagal myoblasts, beta-gal FDG fluorescence, 48 h; Potency, µM (series often up to 38.3 µM), inactives show at the highest dose activation, most hits filed as activators; actives 0.064% (n = 350,000);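 also: potency is read from the fitted curve at half-maximal effect; 100% = response of the positive control SU9516; nearly all actives have a fitted effect of over 60% in size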
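alpha7betagal+/- myoblasts (passage 13, 250/well) treated 48 h at 37C with compounds at 1:260 dilution of DMSO stock. Lysed, then beta-galactosidase activity read as FDG fluorescence (ex 480/em 540) after 30 min, with pre-read for autofluorescence.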
uPA surface inh: inhibitors of cell surface uPA generation; cell surface uPA generation assay, qHTS; Potency, µM (series often up to 38.3 µM), without a hit: at the highest dose activity change, negative = inhibition, hits mostly inhibitors; actives 0.31% (n = 330,000); active = well fitted inhibition curve with a large enough effect; inconclusive = small, poorly fitted or top-dose-only effect; inactive = no such curve, though single readings can be large or run the other way; tested in mouse RAW 264.7 cells; also: potency is read from the fitted curve at half-maximal effect; % is scaled to controls: 0 for no effect and ±100 for the full control effect; nearly all actives have a fitted effect of over 55% in size
Numbers without * were called inactive; ? = inconclusive; · = not tested or not shown; [ ] = dose if it differs, or a comment. Unless noted, calls follow the shape of the dose curve; as a rule, active = well fitted curve in the direction sought with a large enough effect; inconclusive = small, poorly fitted or top-dose-only effect, or another doubt; inactive = no such curve, though single readings can be large; an effect the other way counts as inactive or inconclusive.

SMILES	BRCA1 expr act	PTAP TSG101 blk	ASM inhibitor	p53 reactivator	B2AR arrestin	TRPV1 agonist	Eya2 inh	USP2a inh	ELG1 genotox	a7 integrin act	uPA surface inh
COc1cc(CN2CCN(C(O)(c3ccccc3)c3ccccc3)CC2)cc(OC)c1OC	-29%	-3%	2%	10%	-1.0%	-1	-5%	2%	-7%	-54%[inhibitor]	3%
O=C(CCSCCc1ccccn1)Nc1ccccn1	14%	-3%	1%	14%	0.0%	2	18%	-2%	2%	5%	11%
COc1cc(OC)c(C(=O)OC(C)C(=O)Nc2cccc(C(F)(F)F)c2)cc1OC (stereo unspecified)	-14%	4%	-4%	-3%	-1.9%	1	-1%	-1%	0%	0%	2%
Cc1nnc2sc(-c3ccccn3)nn12	0%	-1%	-3%	-6%	-0.1%	0	18%	2%	4%	-8%	3%
CCN(CC)C(=O)CSc1nc2c(sc(=S)n2-c2ccccc2)c(=O)n1-c1ccc(OC)cc1OC	-21%	-9%	0%	0%	-0.1%	10	8%	2%	-5%	-19%	-2%
CC(C)C(=O)Nc1nnc(SCC(=O)Nc2ccc3c(c2)OCO3)s1	-12%	-2%	-6%	0%	-2.4%	-1	0%	2%	-1%	-17%	4%
CCCn1c(N)c(C(=O)CN(C)CC(=O)Nc2ccccc2CC)c(=O)[nH]c1=O	-2%	-3%	4%	-11%	-1.0%	-2	-11%	1%	0%	4%	-3%
CCOC(=O)C1C(=O)NC(N2CCOCC2)=NC1C(C)C (stereo unspecified)	30%	-6%	5%	4%	3.9%	3	11%	-11%	-4%	?	1%
Cc1ccc(-n2ncc(C(=O)O)c2C2CCN(C(=O)OC(C)(C)C)CC2)cc1	-14%	-2%	0%	-20%	0.0%	11	-8%	-8%	-2%	-11%	-2%
Cc1cc(C)cc(N(CC(=O)Nc2cc(C)ccc2C)S(=O)(=O)c2c(C)[nH]c(=O)[nH]c2=O)c1	-11%	-6%	1%	·	0.4%	3	-5%	3%	-2%	2%	-2%
COC(=O)c1[nH]c2ccc(C)cc2c1NC(=O)Oc1ccccc1	45%	-1%	-1%	10%	0.5%	-3	18%	3%	18%	20%	-6%
CCc1ccc(-c2ccc3nnc(SCC(N)=O)n3n2)cc1	2%	-5%	1%	-1%	-0.1%	10	2%	2%	-1%[9.26 µM]	-6%	2%
O=C(c1cccs1)N1CCN=C1SCc1ccc(F)cc1	-3%	0%	-1%	2%	0.2%	8	-1%	3%	-7%	20%	-1%
O=C(NCCc1ccccc1)c1cccc(S(=O)(=O)N2CCCCC2)c1	36%	4%	-1%	22%	3.9%	?	-19%	-1%	2%	0%	7%
O=C(Cc1c(F)cccc1Cl)NCc1cccnc1	-20%	0%	0%	4%	1.0%	-6	-14%	0%	5%	27%	-1%
CCOC(=O)Nc1ccc(N2CCOCC2)c(S(=O)(=O)N2CCOCC2)c1	-22%	·	0%	6%	0.0%	1	-7%	1%	10%	-6%	12%
CCOC(=O)c1c(SC)n(-c2ccccc2)c(=S)n(-c2ccccc2)c1=O	-17%	-3%	0%	-2%	0.0%	12	-10%	1%	4%	0%	1%
CCOc1ccc(C(C)=O)cc1N1C(=O)C2C3C=CC(C3=C(C)C)C2C1=O (stereo unspecified)	5%	-2%	4%	-1%	-0.7%	5	-2%	2%	-1%	2%	5%
O=C(O)c1cccc(NC(=S)NC(=O)c2cccc(OCc3ccccc3)c2)c1	57%	-8%	?	11%	-0.4%	-3	-14%	4%	9%	?	-12%
CCOC(=O)c1ccccc1OCc1cc(/C=N/n2cnnc2)ccc1OC	-92%[inhibitor]	-9%	-1%	-2%	0.2%	·	-12%	4%	-4%	20%	·
CN(C)C(=O)COc1ccc(Oc2ccccc2)cc1	-10%	-2%	4%	7%	-1.3%	3	0%	3%	19%	-8%	10%
CCOC(=O)C1CCN(C(=O)C2CCCN(c3ncnc4c3nc3n4CCCCC3)C2)CC1 (stereo unspecified)	-7%	-4%	5%	-3%	0.4%	6	3%	2%	-4%	-21%	3%
O=S1(=O)N=C(Nc2ccc(S(=O)(=O)N3CCCCC3)cc2)c2ccccc21	-13%	-4%	0%	-3%	-0.7%	23	-3%	0%	-8%	-10%	8%
Cc1ccc(CCNC(=O)c2cc(S(=O)(=O)N3CCCC3)cn2C)cc1	-1%	0%	-2%	·	-0.2%	2	5%	1%	-7%	10%	-5%
O=C(Nc1cccc(S(=O)(=O)N2CCCCC2)c1)C1CCCN1S(=O)(=O)c1ccccc1F (stereo unspecified)	-19%	0%	-3%	-4%	0.3%	0	-16%	3%	-9%	-14%	-8%
CC(C)(C)NS(=O)(=O)c1ccc(CCC(=O)NCc2cccnc2)cc1	-5%	-3%	0%	-1%	0.1%	1	12%	-2%	0%	-25%	9%
CCCCn1c(SCC(=O)NC2CC2)nnc1-c1ccncc1	1%	-1%	-3%	13%	-0.6%	-3	-22%	3%	2%	2%	-1%
CC(C)c1[nH]nc2c1C(c1cccs1)C(C#N)=C(N)O2 (stereo unspecified)	3%	1%	2%	-2%	-0.8%	-1	4%	1%	18%	-41%[7.66 µM]	-12%
COc1cccc(NC(=O)N2CCN(c3cccc(C)c3)C(C)C2)c1 (stereo unspecified)	43%	-5%	-1%	5%	-0.4%	1	-14%	-1%	-4%	1%	0%
CCN(CC)C(=O)c1sc2nc(-c3ccccn3)[nH]c(=O)c2c1C	-5%	1%	163%[activator]	·	·	·	·	·	·	-44%	-2%
Cc1ccccc1OCCSc1nc2ccccc2n1CCC(=O)O	41%	-2%	5%	?	0.5%	-4	-5%	3%	2%	6%	?
O=C(Cc1c(F)cccc1Cl)NCCCn1ccnc1	1%	-6%	6%	-4%	0.0%	2	-6%	1%	1%	-11%	6%
Cc1cc(C)c(NC(=O)CS)c(Cl)c1	0%	-2%	4%	5%	-0.6%	-1	4%	0%	-5%	-8%	-1%
CCC(Oc1ccccc1)C(=O)Nc1nnc(S(=O)(=O)Nc2ccccc2)s1 (stereo unspecified)	0%	-3%	-1%	·	0.0%	3	9%	-1%	5%	1%	8%
OCC[C@H]1C[C@H](O)[C@@H](O)[C@]2(CCCO2)O1	7%	-4%	3%	·	·	·	·	·	·	8%	-7%
Cc1cc(N)n2nc(-c3ccccc3)c(-c3ccccc3)c2n1	-33%	-1%	-1%	-8%	-0.7%	15	-15%	1%	5%	27%	2%
O=C(COC(=O)/C=C/c1cccc(C(F)(F)F)c1)NCc1ccccc1	1%	1%	4%	0%	-0.4%	-1	-3%	-1%	1%	-11%	3%
Cc1[nH]c(C)c2c(=O)n(Cc3ccccc3Cl)ncc12	3%	-4%	5%	·	·	·	·	·	·	19%	-4%
Cc1cc(-c2ccc(/C=N/n3cnnc3)o2)c(C)c([N+](=O)[O-])c1	57%	-1%	-12%	0%	-0.8%	1	10%	0%	7%	6%	-5%
CC(C)(C)Sc1ccc(N)nc1	-4%	-2%	-1%	-2%	0.0%	-1	10%	2%	6%	2%	0%
COc1cc(/C=N/NC(=O)Cc2ccccc2)ccc1Oc1ccc([N+](=O)[O-])cc1[N+](=O)[O-]	-22%	-1%	-14%	5%	2.6%	-1	-10%	12%	15%	5%	7%
CC(=O)c1ccc(NC(=O)C(C)Sc2nnc(C3CCCCC3)o2)cc1 (stereo unspecified)	·	·	·	?	-0.1%	?	-3%	-1%	10%	·	·
Cc1ccc(C(=O)NCCCNC(=O)c2ccco2)cc1C	-2%	-5%	-1%	7%	-0.4%	2	-4%	1%	26%	-9%	-3%
C=CCOc1nc2c(c(=O)n(C)c(=O)n2C)n1Cc1ccccc1Cl	-49%	-6%	-2%	-5%	-0.1%	8	-7%	1%	-6%	-56%[inhibitor]	·
CCn1nc(C)c(/C=N\NC(=O)c2ccc3c(c2)OCO3)c1C	2%	-5%	-2%	6%	0.4%	-1	-1%	-1%	15%	-12%	-2%
Cc1cccc(C(=O)Nc2nnc(C3=COCCO3)o2)c1	-3%	-2%	0%	20%	0.8%	-4	-2%	0%	-1%	-15%	3%
CCOC(=O)c1ccccc1NC(=O)Cn1cnc2c(cnn2-c2ccccc2)c1=O	1%	1%	0%	0%	-0.2%	-2	9%	2%	0%	0%	1%
Cc1cccc(CSCc2ccc(C(=O)NC3CCCC3)o2)c1	-13%	1%	-2%	-4%	-0.2%	30	16%	1%	0%	0%	-1%
Cc1ccc(SCC(=O)NC2CCCCCC2)cc1	?	3%	5%	?	-0.3%	23	-1%	1%	?	14%	4%

From PubChem

This is a random part of the collection; any-hit rate near 2.6%.
